p-CIP stab down: lowers stability of the mouse p/CIP coactivator protein; Q05BA5; decrease of EGFP signal, % at 10 µM; AID 1984; 290,000 tested, 0.01% active; F442A p/CIP-EGFP cells, EGFP fluorescence, 16 h;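 active = EGFP signal decrease of at least 30% at 10 µM or well 3 SD below plate mean, unless failing retest; inactive = the rest, including hits failing retest or dose response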; note: some compounds called inactive have numbers as strong as hits; many of its hits are not listed in these tables
PHOSPHO1 inh: blocks human PHOSPHO1 phosphatase activity. recombinant PHOSPHO1, absorbance phosphatase assay. inhibition, % at 13.3 µM. 290,000 tested, 1.1% active. AID 1565; in the data active = inhibition above about 60%
PfM18AAP inh: blocks P. falciparum M18 aspartyl aminopeptidase | inhibition, % at 7.35 µM | recombinant PfM18AAP, H-Glu-NHMec fluorogenic cleavage | 290,000 tested, 1.2% active;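 active = inhibition above the campaign mean inhibition over all tested compounds plus 3 SD, cut at about 28% in these data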;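 note: 0% = plate median of test compound wells and 100% = 2 mM ZnCl2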
IDE cell activ: activators of human insulin-degrading enzyme in cells; 340,000 tested, 0.073% active; activation, % at 5.96 µM; P14735; HEK cells, FAbeta-B cleavage, fluorescence polarization; 0% vehicle, 100% cell-free pure enzyme wells;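 active = activation above the mean of all tested compounds plus 3 SD, set per screening campaign, cut at about 17% in these data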
Target sequence (P14735 whole entry, looked up): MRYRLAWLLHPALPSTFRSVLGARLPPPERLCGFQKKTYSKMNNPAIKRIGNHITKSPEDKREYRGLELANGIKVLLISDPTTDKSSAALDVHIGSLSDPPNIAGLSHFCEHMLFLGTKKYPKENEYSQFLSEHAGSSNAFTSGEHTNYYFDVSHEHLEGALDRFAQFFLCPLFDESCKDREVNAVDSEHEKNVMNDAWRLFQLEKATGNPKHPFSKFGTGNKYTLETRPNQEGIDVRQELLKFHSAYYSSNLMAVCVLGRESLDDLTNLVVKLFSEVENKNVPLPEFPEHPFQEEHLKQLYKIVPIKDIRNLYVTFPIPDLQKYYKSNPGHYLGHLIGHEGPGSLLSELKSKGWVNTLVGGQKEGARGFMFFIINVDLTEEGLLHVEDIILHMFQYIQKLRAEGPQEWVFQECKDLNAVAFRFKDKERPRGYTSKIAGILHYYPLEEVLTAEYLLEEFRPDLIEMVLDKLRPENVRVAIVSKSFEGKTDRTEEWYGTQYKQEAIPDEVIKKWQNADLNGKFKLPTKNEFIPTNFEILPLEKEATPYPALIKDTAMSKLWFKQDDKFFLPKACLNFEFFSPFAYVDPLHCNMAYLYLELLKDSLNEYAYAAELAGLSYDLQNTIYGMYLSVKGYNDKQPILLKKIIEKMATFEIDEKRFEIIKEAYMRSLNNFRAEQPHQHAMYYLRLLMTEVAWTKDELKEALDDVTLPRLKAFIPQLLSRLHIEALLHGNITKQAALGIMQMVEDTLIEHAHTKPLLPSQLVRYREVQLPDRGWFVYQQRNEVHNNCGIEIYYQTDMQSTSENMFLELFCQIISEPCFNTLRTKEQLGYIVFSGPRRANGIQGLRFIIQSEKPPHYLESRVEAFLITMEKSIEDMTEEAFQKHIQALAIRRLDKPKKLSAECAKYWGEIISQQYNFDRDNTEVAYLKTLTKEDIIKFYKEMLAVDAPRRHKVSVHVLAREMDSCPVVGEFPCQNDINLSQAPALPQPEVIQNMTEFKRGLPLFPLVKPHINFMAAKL
GPR7 antagonist: human neuropeptides B/W receptor 1 antagonism; P48145; GPR7-expressing cells, fluorescence antagonist assay; inhibition, % at 4.4 µM; 290,000 tested, 1.1% active; in the data active = inhibition above about 16%, passing the limit was not always enough;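 note: cells stimulated with the agonist NPW; 0% = agonist with vehicle and 100% = vehicle without agonist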
NALP1 yeast inh: blocks the NALP1 inflammasome reconstituted in yeast. S. cerevisiae NALP1/ASC/caspase-1 growth, X-gal OD620, 72 h. inhibition, % at 10 µM. 280,000 tested, 0.61% active. AID 2071; in the data active = inhibition mostly above about 24%, no sharp cut-off; inactive = mostly below about 32%; note: some compounds called inactive have numbers as strong as hits
IDE inh: cellular human IDE inhibition; HEK cells, FAbetaB cleavage, fluorescence polarization; 320,000 tested, 0.41% active; P14735; inhibition, % at 5.59 µM;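 active = percent inhibition above the average of all tested compounds plus 3 SD, set per screening campaign, cut at about 16% in these data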;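 note: IDE supplied by intact live HEK cells; FP after avidin binding of uncleaved biotin substrate so inhibition keeps polarization high; 0% = DMSO wells and 100% = 60 µM reference IDE inhibitor Ii1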
IMP-1 inhibitor: blocks Pseudomonas aeruginosa IMP-1 metallo-beta-lactamase | purified IMP-1, nitrocefin hydrolysis, epi-absorbance fluorescence | inhibition, % at 5.6 µM | 290,000 tested, 0.45% active;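 active = inhibition above the mean plus 3 SD of all compounds in the same screening run, cut at about 4.5% in these data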;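 note: 0% = IMP-1 with DMSO and 100% = DMSO wells lacking enzyme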
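Test system: recombinant IMP-1 enzyme, purified / Medium: HEPES buffer pH 7.1 with ZnSO4 and Brij 35 / Doses: single dose, 5.6 µM / Times: 25 °C, 15 min preincubation, 25 min reaction / Detection: Epi-absorbance via hydrolysed-nitrocefin quenching of white-plate fluorescence, 480/530 nm, EDTA stop / Evaluation: percent inhibition from optical density relative to buffer-blank wells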
VIM-2 inhibitor: blocks Pseudomonas aeruginosa VIM-2 metallo-beta-lactamase; purified VIM-2, nitrocefin hydrolysis, epi-absorbance fluorescence; inhibition, % at 5.6 µM; 290,000 tested, 0.89% active; AID 1527;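 active = inhibition above the mean of all tested compounds plus 3 SD, cutoff set per screening run, cut at about 7.5% in these data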;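 note: red hydrolysis product quenches plate fluorescence so inhibitors raise well fluorescence; 0% = enzyme with DMSO and 100% = DMSO without enzyme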
* hit, by the source's call; nt = not tested or not shown.

[1] NNC(=O)c1cc(Br)cs1
[2] O=C(NCc1ccco1)C1CCCN(S(=O)(=O)c2cccc3nsnc23)C1 (centres undefined)
[3] CNc1ccc(/C=C2\CSc3ccccc3C2=O)cc1[N+](=O)[O-]
[4] COc1ccc(-c2nnn(CC(=O)NC3CCCc4ccccc43)n2)cc1OC (centres undefined)
[5] O=C(CCc1c[nH]c2ccccc12)OCc1cccc([N+](=O)[O-])c1
[6] O=C(NC1CC1)c1ccc2c(c1)ncn2C1CCCC1
[7] CCC(C)(C)n1nnnc1C(c1cccnc1)N1CCCc2ccccc21 (centres undefined)
[8] CCN1C(=O)c2ccccc2S(=O)c2ccc(C(=O)NC3CC3)cc21 (centres undefined)

Compound | 1 | 2 | 3 | 4 | 5 | 6 | 7 | 8
PfM18AAP inh | -6 | -4 | -9 | -1 | -5 | 2 | 2 | -1
IMP-1 inhibitor | 0.6 | -2.6 | -2.0 | 1.7 | -1.5 | -3.3 | -2.3 | -3.3
VIM-2 inhibitor | -1.5 | -1.8 | -1.8 | -3.6 | 5.7 | -2.1 | -2.7 | -0.9
p-CIP stab down | -4 | -9 | 4 | -7 | -17 | -4 | -15 | -1
IDE cell activ | 1 | 4 | 5 | 3 | 2 | 1 | -1 | 4
PHOSPHO1 inh | -20 | 28 | 38 | 9 | 31 | 27 | -9 | -12
NALP1 yeast inh | 8 | 12 | -32 | 42* | -4 | -7 | 7 | 15
GPR7 antagonist | -2 | -11 | -9 | -11 | 17 | -2 | 1 | -5
IDE inh | 5 | 5 | 5 | -2 | -3 | 11 | -1 | -4

[9] O=C(Nc1cccc(NC(=O)c2cccnc2)c1)c1ccccc1
[10] COc1ccc(S(=O)(=O)Nc2ccccc2C(=O)N2CCOCC2)cc1F
[11] COC(=O)Cn1c(=O)sc2ccccc21
[12] Cc1ccc(-n2ncc3c2CC(C)(C)CC3NC(=O)CCc2c(C)noc2C)cc1 (centres undefined)
[13] COc1ccc(OC)c(NS(=O)(=O)c2c(C(=O)N3CCCCCC3)c(C)n(C)c2C)c1
[14] COc1nc(C)ccc1-c1noc(-c2cccs2)n1
[15] COc1cccc(C(=O)Nc2nc3c(c(=O)[nH]2)CCCC3)c1
[16] C/C(=N/NC(=O)c1cccs1)c1cccs1

Compound | 9 | 10 | 11 | 12 | 13 | 14 | 15 | 16
PfM18AAP inh | -1 | -1 | -4 | 6 | 3 | -15 | -8 | -1
IMP-1 inhibitor | -1.0 | -4.9 | -2.6 | -2.2 | 1.6 | -1.9 | 1.5 | -3.1
VIM-2 inhibitor | -0.3 | -3.7 | -2.1 | -2.6 | 1.8 | -1.3 | 0.6 | -5.2
p-CIP stab down | 10 | -5 | 2 | -11 | 71 | -7 | -6 | 2
IDE cell activ | 5 | 1 | 1 | 2 | -3 | nt | -1 | 6
PHOSPHO1 inh | 37 | 13 | 3 | 47 | 8 | 25 | 15 | -8
NALP1 yeast inh | 11 | 8 | 2 | -2 | 6 | 11 | 5 | 2
GPR7 antagonist | -10 | -8 | -21 | -7 | 45* | 5 | -11 | -4
IDE inh | 2 | 4 | 0 | nt | 2 | 2 | 6 | 3

[17] CCOc1ccc(S(=O)(=O)N2CCC(C(=O)N3CCCCCC3)CC2)cc1Cl
[18] CC1CN(Cc2nc3c(c(=O)n(C)c(=O)n3C)n2CC(=O)c2ccccc2)CC(C)O1 (centres undefined)
[19] CCN1CCN(C(=O)c2ccc3nc(-c4ccccc4)c(-c4ccccc4)nc3c2)CC1
[20] O=C(Nn1c(-c2ccc(Br)cc2)nc2ccccc2c1=O)c1ccc([N+](=O)[O-])cc1
[21] COc1ccc2[nH]c(=O)c(CN(CCO)C(=O)c3cccs3)cc2c1
[22] CC(C(=O)Nc1cccc([N+](=O)[O-])c1)N1C(=O)NC2(CCCC2)C1=O (centres undefined)
[23] CCCc1ccc(Oc2cn[nH]c2-c2ccc(O)cc2O)cc1
[24] C=CCNC(=O)c1ccc(S(=O)(=O)CC)c(Cl)c1Cl

Compound | 17 | 18 | 19 | 20 | 21 | 22 | 23 | 24
PfM18AAP inh | 3 | -9 | 6 | 0 | -7 | -3 | 5 | -1
IMP-1 inhibitor | -2.5 | -1.5 | -0.8 | -0.9 | -2.8 | -2.1 | -4.0 | -0.7
VIM-2 inhibitor | -4.1 | -0.9 | 0.8 | -5.4 | -2.4 | -1.7 | -5.2 | -0.9
p-CIP stab down | -2 | 19 | 2 | -12 | -6 | 3 | 8 | 7
IDE cell activ | 6 | 5 | 2 | 6 | -12 | 7 | 11 | 6
PHOSPHO1 inh | 32 | -2 | 20 | -15 | 4 | 28 | -4 | -1
NALP1 yeast inh | 0 | -143 | 11 | 7 | 9 | 1 | -5 | 0
GPR7 antagonist | 11 | 0 | -14 | -7 | -2 | -13 | -7 | -14
IDE inh | 4 | 6 | -2 | 4 | -4 | -2 | -1 | 0

[25] CN1C(=O)/C(=C\c2ccccc2)Sc2ccc(C(=O)N3CCN(c4ccccn4)CC3)cc21
[26] COc1ccc(Nc2nc(N)c(C(=O)c3ccc(OC)cc3)s2)cc1
[27] CC(=O)NC1C(=O)N=C(SCC(=O)NCc2ccccc2)NC1=O (centres undefined)
[28] CCCN1CCC(=O)N([C@H](CSc2ccc(OC)cc2)CC(C)C)CC1
[29] COc1cc(NC2=CC(=O)CC(C)(C)C2)cc(OC)c1OC
[30] Cc1c(NC(=O)Cn2cnc3c(=O)n(C)c(=O)n(C)c32)cccc1-c1nc2ccccc2o1
[31] FC(F)(F)c1ccc(NC2=NCCC2)cc1
[32] Cc1onc(-c2ccccc2Cl)c1C(=O)Nc1ccc(CN2CCCC2)cc1

Compound | 25 | 26 | 27 | 28 | 29 | 30 | 31 | 32
PfM18AAP inh | -6 | -5 | 11 | nt | 7 | 5 | -1 | -4
IMP-1 inhibitor | -1.2 | -0.9 | 1.1 | nt | -3.0 | -3.5 | -3.6 | 0.2
VIM-2 inhibitor | -0.6 | -0.4 | -0.7 | nt | -4.0 | -4.6 | -2.6 | -0.4
p-CIP stab down | -9 | -13 | -6 | -8 | 2 | nt | -2 | -17
IDE cell activ | nt | -4 | 2 | 6 | 0 | nt | 1 | 4
PHOSPHO1 inh | 36 | 23 | 2 | 31 | 21 | nt | 6 | 11
NALP1 yeast inh | -14 | 11 | -26 | 6 | -10 | nt | 2 | -2
GPR7 antagonist | -5 | 2 | -11 | nt | -19 | -6 | -9 | -10
IDE inh | nt | 1 | 0 | 8 | 0 | nt | -3 | 0

[33] CC1(C)Cc2c(C#N)c(N)n(-c3ccccc3)c(=S)c2CO1
[34] O=C(NCc1ccccn1)C1CCC(CNS(=O)(=O)c2cccc3nsnc23)CC1 (centres undefined)
[35] O=C(Cn1ncc2c([nH]c3ccccc32)c1=O)N1CCc2ccccc2C1
[36] Cc1ccc(C2C(C#N)=C(N)Oc3cc4c(cc32)OCO4)cc1 (centres undefined)
[37] COc1ccc(-c2nc3ccccc3c(=O)n2CCCn2ccnc2)cc1
[38] Cc1ccc(CNC(=O)CSc2nc3ccccc3[nH]2)cc1
[39] O=C(Cc1ccc(Br)cc1)NCCCn1ccnc1
[40] Cc1ccc(CNC(=O)C2CCCN(c3ncnc4c3nc3n4CCCCC3)C2)cc1 (centres undefined)

Compound | 33 | 34 | 35 | 36 | 37 | 38 | 39 | 40
PfM18AAP inh | -3 | 5 | -14 | 12 | 6 | -1 | -6 | -5
IMP-1 inhibitor | -1.7 | -3.3 | -1.0 | -4.4 | -3.1 | -3.1 | -2.6 | -3.4
VIM-2 inhibitor | -0.7 | -4.2 | 0.2 | -4.6 | 0.2 | -0.8 | -1.8 | -1.8
p-CIP stab down | -5 | 0 | -5 | 21 | -22 | 3 | 0 | -8
IDE cell activ | nt | 9 | 2 | -1 | 4 | -8 | 8 | 5
PHOSPHO1 inh | 20 | 63* | 27 | 21 | -10 | nt | 15 | 17
NALP1 yeast inh | 8 | nt | 16 | 3 | -4 | 5 | 0 | -8
GPR7 antagonist | 92* | 3 | -4 | -14 | 2 | -17 | -15 | -2
IDE inh | 5 | 0 | 1 | 2 | 5 | 1 | 2 | 1

In a second layout: 10 of the compounds above
entry | Compound | PfM18AAP inh | IMP-1 inhibitor | VIM-2 inhibitor | p-CIP stab down | IDE cell activ | PHOSPHO1 inh | NALP1 yeast inh | GPR7 antagonist | IDE inh
28 | CCCN1CCC(=O)N([C@H](CSc2ccc(OC)cc2)CC(C)C)CC1 | nt | nt | nt | -8 | 6 | 31 | 6 | nt | 8
29 | COc1cc(NC2=CC(=O)CC(C)(C)C2)cc(OC)c1OC | 7 | -3.0 | -4.0 | 2 | 0 | 21 | -10 | -19 | 0
30 | Cc1c(NC(=O)Cn2cnc3c(=O)n(C)c(=O)n(C)c32)cccc1-c1nc2ccccc2o1 | 5 | -3.5 | -4.6 | nt | nt | nt | nt | -6 | nt
31 | FC(F)(F)c1ccc(NC2=NCCC2)cc1 | -1 | -3.6 | -2.6 | -2 | 1 | 6 | 2 | -9 | -3
32 | Cc1onc(-c2ccccc2Cl)c1C(=O)Nc1ccc(CN2CCCC2)cc1 | -4 | 0.2 | -0.4 | -17 | 4 | 11 | -2 | -10 | 0
33 | CC1(C)Cc2c(C#N)c(N)n(-c3ccccc3)c(=S)c2CO1 | -3 | -1.7 | -0.7 | -5 | nt | 20 | 8 | 92* | 5
34 | O=C(NCc1ccccn1)C1CCC(CNS(=O)(=O)c2cccc3nsnc23)CC1 (centres undefined) | 5 | -3.3 | -4.2 | 0 | 9 | 63* | nt | 3 | 0
35 | O=C(Cn1ncc2c([nH]c3ccccc32)c1=O)N1CCc2ccccc2C1 | -14 | -1.0 | 0.2 | -5 | 2 | 27 | 16 | -4 | 1
36 | Cc1ccc(C2C(C#N)=C(N)Oc3cc4c(cc32)OCO4)cc1 (centres undefined) | 12 | -4.4 | -4.6 | 21 | -1 | 21 | 3 | -14 | 2
37 | COc1ccc(-c2nc3ccccc3c(=O)n2CCCn2ccnc2)cc1 | 6 | -3.1 | 0.2 | -22 | 4 | -10 | -4 | 2 | 5

(list continues)
[41] Cc1c(O)nc(SCC(=O)Nc2nccs2)n(-c2ccccc2F)c1=O
[42] CCCC(=O)OCC(=O)Nc1ccccc1Sc1ccccc1
[43] COc1ccc(S(=O)(=O)N2CCC(C(=O)N3CCOCC3)CC2)cc1OC
[44] O=C1CCC/C1=C\c1ccccc1
[45] Cc1c(Br)cc(-c2nnco2)cc1Br
[46] Cc1cccc(C)c1N1C(=O)C2ON(c3ccccc3)C(c3ccncc3)C2C1=O (centres undefined)
[47] CC(=O)OC(COc1cccc(C)c1)Cn1cnc2ccccc21 (centres undefined)

Compound | 41 | 42 | 43 | 44 | 45 | 46 | 47
PfM18AAP inh | 0 | 0 | 2 | -2 | 2 | -10 | 1
IMP-1 inhibitor | -2.1 | -1.8 | -2.0 | -1.6 | -2.9 | -4.4 | -1.1
VIM-2 inhibitor | -2.4 | -2.5 | -5.0 | -2.1 | 2.0 | -3.7 | -4.6
p-CIP stab down | 6 | 0 | 9 | -14 | -3 | 0 | -21
IDE cell activ | 0 | -1 | 2 | 0 | 4 | 4 | 4
PHOSPHO1 inh | 8 | -64 | -30 | 2 | -45 | 14 | 40
NALP1 yeast inh | 41* | 16 | 10 | 11 | -14 | 25 | -7
GPR7 antagonist | -11 | 0 | -7 | -11 | -15 | -10 | 3
IDE inh | nt | 5 | -2 | 1 | -1 | 2 | -3

Assay outcomes as filed in PubChem BioAssay.
